Assay outcomes: PubChem BioAssay, National Center for Advancing Translational Sciences (NCATS)
S2 tox = cell viability loss in ATXN counter-screen; S2 cells (HEK-293 line with an ATXN2-luciferase reporter) viability, CellTiter-Fluor protease fluorescence, 24 h; Potency, µM (series often up to 56.7 µM), actives largely listed as cytotoxic; hit rate 0.49% among 400,000; further: potency means the concentration at half of the fitted maximal effect; nearly all actives have a fitted effect of over 40% in size
ATXN2 expr inh = inhibitors of ATXN2 expression; Potency, µM (highest dose often 57 µM), inactives show at the highest dose activity change, negative = inhibition, actives largely listed as inhibitors; HEK-293 ATXN2-luciferase reporter, luminescence, 24 h; hit rate 0.72% among 360,000; AID 1745845; further: potency means the concentration at half of the fitted maximal effect; on the % scale 0 is the no-effect control and ±100 the full control effect; nearly all actives have a fitted effect of over 55% in size
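qHTS (up to 57 uM final) was run with 24 h compound exposure of reporter cells at 37 °C. Each well was multiplexed: SteadyGlo luminescence measured ATXN2-luciferase expression after a fluorogenic Gly-Phe-AFC viability readout (25 uM final).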
SW480 rerep = induces DNA re-replication in SW480 colon adenocarcinoma cells | SW480 DNA re-replication, Hoechst DNA content imaging, 48 h | hit rate 1.8% among 340,000 | Potency, µM (series often up to 46.1 µM), without a hit: at the highest dose re-replication activation, usual class: activators; further: potency means the concentration at half of the fitted maximal effect; % of control where 0% means no effect; nearly all actives have a fitted effect of over 55% in size
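Image-based DNA-content assay: after two days of treatment, nuclei were labelled with the DNA dye Hoechst and imaged, and hits were compounds raising the count of nuclei showing high fluorescence intensity.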
IL-1B inflam inh = blocks inflammasome-driven IL-1 beta release; THP-1 LPS/ATP IL-1B secretion, AlphaLISA, 16 h; active compounds read low; activity change, % at 57.5 µM; hit rate 4.7% among 360,000; AID 743279; in the data active means activity change below about -50%; inconclusive means mostly about -30% to -49%; further: on the % scale 0 is the no-effect control and ±100 the full control effect
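Secreted IL-1B measured by AlphaLISA bead assay after 16 h compound exposure of THP-1 cells; compounds (final up to 57.5 uM) added 1 h before LPS (250 ng/mL) and ATP (1.25 mM) stimulation; lower signal means less secretion.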
HT1080NT lethal = kills 2HG-producing HT-1080-NT fibrosarcoma cells; HT-1080-NT fibrosarcoma viability, CellTiter-Glo ATP luminescence, 48 h; Potency, µM (highest dose often 46.1 µM), for inactives: at the top dose activity, negative = less viability, actives largely listed as cytotoxic; hit rate 1.6% among 360,000; AID 686970;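 further: NT is the 2HG producing partner of a matched IDH1 knockdown line; potency means the concentration at half of the fitted maximal effect; 0% = DMSO-treated cells and -100% = media-only wells without cells; nearly all actives have a fitted effect of over 55% in size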
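Viability by CellTiter-Glo luminescence after 48 h compound exposure at 37C of HT-1080-NT cells (750/well, RPMI, 5% FBS). % activity scaled between DMSO wells and medium-only wells, then curve-fitted and categorized by curve class.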
KB-3-1 cytotox = KB-3-1 parental cell cytotoxicity; KB-3-1 viability, CellTiter-Glo ATP luminescence, 72 h; Potency, µM (series often up to 46.1 µM), for the others: at the highest dose activity change, negative = cytotoxic, usual class: cytotoxic; hit rate 1.4% among 400,000; further: potency means the concentration at half of the fitted maximal effect; on the % scale 0 is the no-effect control and ±100 the full control effect; nearly all actives have a fitted effect of over 60% in size
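Parental KB-3-1 viability, qHTS format: 72 h compound exposure, 37 °C; CellTiter-Glo; media-only wells and DMSO plates as controls; concentration-effect fits on corrected data.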
HT1080 IDH1KD tx = kills HT-1080 cells with IDH1 knockdown; HT-1080 IDH1 knockdown viability, ATP luminescence, 48 h; hit rate 2% among 360,000; AID 686971; Potency, µM (series often up to 46.1 µM), for the others: top-dose activity, negative = toxicity, actives largely listed as cytotoxic;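 further: potency means the concentration at half of the fitted maximal effect; 0% = DMSO wells and -100% = cell-free medium wells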
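Luminescent ATP read-out (CellTiter-Glo, 10 min at room temperature) after 48 h compound exposure at 37 °C gave viability of IDH1-knockdown HT-1080 cells. Activity was normalised to DMSO and cell-free wells, then fitted as concentration-response curves.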
MCF10A rereplic = DNA re-replication induction in MCF 10a cells; MCF 10A DNA re-replication, Hoechst nuclear intensity, 48 h; Potency, µM (titrated, usually from 46.1 µM), for the others: at the highest dose activity, positive = re-replication, actives largely listed as activators; hit rate 2.9% among 350,000; further: potency means the concentration at half of the fitted maximal effect; % of control where 0% means no effect; nearly all actives have a fitted effect of over 50% in size
KB-V1 cytotox = kills drug-selected multidrug resistant KB-V1 cells; KB-V1 MDR cells viability, CellTiter-Glo, 72 h; Potency, µM (doses to about 46.1 µM), without a hit: at the top dose activity change, negative = cytotoxicity, usual class: cytotoxic; hit rate 3.4% among 400,000; AID 1347076; further: potency means the concentration at half of the fitted maximal effect; on the % scale 0 is the no-effect control and ±100 the full control effect; nearly all actives have a fitted effect of over 60% in size
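Cytotoxicity toward P-gp-expressing KB-V1 cells was determined as loss of CellTiter-Glo luminescence after 72 h at 37 degrees C. Compounds were tested in quantitative HTS format across a concentration range, with curves fitted to normalized data.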
Active calls of the source: *; i = inactive; u = inconclusive; x = not tested or not shown; [ ] = remark or other dose. Unless noted, the call rests on the fitted dose curve; in most records, active means well fitted curve in the direction sought with a large enough effect; inconclusive means small, poorly fitted or top-dose-only effect, or another doubt; inactive means no such curve, though single readings can be large; an effect the other way counts as inactive or inconclusive.

cpd	mol	KB-V1 cytotox	ATXN2 expr inh	IL-1B inflam inh	KB-3-1 cytotox	MCF10A rereplic
1	Cc1c(C(=O)N2CCc3ccccc3C2)oc2ccc(Br)cc12	0%	18%	1	1%	u
2	CC(=O)c1cc(F)ccc1OCC(=O)Nc1ccc2c(c1)OCO2	0%	73%[activator]	-9	-14%	0%
3	CCC(CO)Nc1ccc(-c2nn(C)c(=O)c3ccccc23)cc1[N+](=O)[O-] (stereo not given)	0%	5%	7	15%	8%
4	Cc1ccc(C(=O)COC(=O)CNC(=O)CNC(=O)c2ccc(C)cc2)cc1	2%	11%	19	-8%	-3%
5	N=C1C(c2nc3ccccc3s2)=C(O)CN1Cc1ccco1	0%	0%	-2	3%	12%
6	Cc1ccc(CNS(=O)(=O)c2ccc(-n3cccn3)cc2)cc1	-2%	x	7	4%	x
7	CCOC(=O)N1CCN(C(=O)c2ccc(-n3c(=S)[nH]c4ccccc4c3=O)cc2)CC1	u	-22%	8	4%	-16%
8	COc1ccc(NC(=S)NNC(=O)c2ccccc2OC(F)F)cc1	-19%	-2%	-15	-1%	u
9	CCCN(CC(=O)Nc1ccccc1OC)C(=O)c1ccc(S(=O)(=O)Nc2ccccc2)cc1	u	-7%	-2	9%	10%
10	CCc1ccc(NC(=O)c2cc(S(=O)(=O)N3CCCC3)c[nH]2)cc1	0%	-23%	-6	u	11%

cpd	SW480 rerep	HT1080 IDH1KD tx	HT1080NT lethal	S2 tox
1	-41%[inhibitor]	-3%	-4%	i
2	12%	u	-27%	i
3	-3%	8%	0%	i
4	-5%	17%	10%	u
5	u	u	u	i
6	x	-1%	0%	i
7	-1%	0%	0%	i
8	0.58µM*	3.5µM*	3.5µM*	i
9	-7%	-7%	-5%	i
10	21%	-12%	-5%	i

Complete entries, looked up by structure. Order of values: KB-V1 cytotox | ATXN2 expr inh | IL-1B inflam inh | KB-3-1 cytotox | MCF10A rereplic | SW480 rerep | HT1080 IDH1KD tx | HT1080NT lethal | S2 tox
CC(=O)c1cc(F)ccc1OCC(=O)Nc1ccc2c(c1)OCO2 is listed as 0% | 73%[activator] | -9 | -14% | 0% | 12% | u | -27% | i
CCCN(CC(=O)Nc1ccccc1OC)C(=O)c1ccc(S(=O)(=O)Nc2ccccc2)cc1 is listed as u | -7% | -2 | 9% | 10% | -7% | -7% | -5% | i

More entries:
cpd	mol	KB-V1 cytotox	ATXN2 expr inh	IL-1B inflam inh	KB-3-1 cytotox	MCF10A rereplic
11	CCc1cccc(OCC(=O)Nc2cc(S(=O)(=O)N3CCOCC3)ccc2N2CCCC2)c1	12%	-3%	-23	9%	17%
12	Cc1cc(C)nc(SCC(=O)Nc2ccccc2[N+](=O)[O-])n1	23µM*	7%	-1	17%	1%
13	O=C(COC(=O)c1ccc(O)cc1)Nc1cc(C(F)(F)F)ccc1Cl	-1%	0%	47	8%	0%
14	N#C/C(=C/c1cccs1)c1ccccn1	15%	27%	0	3%	2%
15	CCN1C(Nc2ccccc2)=NC[C@@H]1CC(C)C	5%	4%	11	5%	-2%
16	CCOc1ccc(CCNS(=O)(=O)c2ccc3c(c2)NC(=O)CC(=O)N3)cc1OCC	8%	x	8	-5%	-15%
17	COc1cc(OC)cc(C(=O)NCC2CCCN(C(=O)c3oc(C)cc3C)C2)c1 (stereo not given)	u	1%	13	u	11%
18	CC1CCCCC12NC(=O)N(CC(=O)N1CCN(c3ncccn3)CC1)C2=O (stereo not given)	3%	x	5	-18%	-3%
19	Cc1ccc2[nH]c(=O)c(CN(Cc3ccco3)C(=O)c3ccncc3)cc2c1	u	-27%	18	12µM*	u
20	Cc1sc2c(c1C)C(=O)NC(c1ccccc1F)N2 (stereo not given)	-1%	16%	1	-9%	13%

cpd	SW480 rerep	HT1080 IDH1KD tx	HT1080NT lethal	S2 tox
11	u	6%	8%	i
12	-3%	4%	4%	i
13	5%	2%	0%	u
14	-14%	15%	11%	i
15	-6%	-9%	-8%	i
16	-32%	5%	-3%	i
17	-4%	14%	8%	u
18	-13%	-2%	3%	i
19	u	u	u	i
20	2%	-2%	-2%	i

Sorted by value in IL-1B inflam inh (rising): three of the compounds above.
nr	mol	IL-1B inflam inh
18	CC1CCCCC12NC(=O)N(CC(=O)N1CCN(c3ncccn3)CC1)C2=O (stereo not given)	5
15	CCN1C(Nc2ccccc2)=NC[C@@H]1CC(C)C	11
17	COc1cc(OC)cc(C(=O)NCC2CCCN(C(=O)c3oc(C)cc3C)C2)c1 (stereo not given)	13

More compounds:
cpd	mol	KB-V1 cytotox	ATXN2 expr inh	IL-1B inflam inh	KB-3-1 cytotox	MCF10A rereplic
21	CCN(C(=O)CSc1nnc(-c2ccccc2)n1C)C1CCS(=O)(=O)C1 (stereo not given)	0%	10%[11.3 µM]	18	9%	-1%
22	Nc1cc(=O)[nH]c(N2CCN(c3ccccc3)CC2)n1	4%	-24%	14	-1%	18%
23	CNC(=O)NC(=S)NC(=O)c1ccc(OC)cc1	19%	22%	24	16%	-1%
24	COc1ccc2ccccc2c1/C=N/Nc1ccc(Cl)c(C(=O)O)c1	9%	22%	36	-5%	u
25	CCOc1ccc(NC(=O)CCNS(=O)(=O)c2ccc3c(c2)CC(C)N3C(C)=O)cc1 (stereo not given)	u	6%	4	27%	10%
26	O=C(COC(=O)COc1ccc(Cl)cc1Br)NC1CCCCCC1	u	5%	-6	-4%	-2%
27	Cc1ccc(NC(=O)C2CCCN(S(=O)(=O)c3cccc4cccnc34)C2)c(C)c1 (stereo not given)	1%	-18%	x	7%	x
28	CN(C)c1nc(NCc2ccccc2)nc(N/N=C/c2ccc3c(c2)OCO3)n1	u	13%	-14	-9%	23µM*
29	CCN(C(=O)COc1ccc(F)cc1Br)c1c(N)n(Cc2ccccc2)c(=O)[nH]c1=O	26%	8%	10	-1%	-2%
30	COc1ccc(OC)c(NS(=O)(=O)c2cccs2)c1	8%	-1%	12	14%	9%

cpd	SW480 rerep	HT1080 IDH1KD tx	HT1080NT lethal	S2 tox
21	-2%	8%	14%	i
22	-1%	16%	-9%	i
23	-13%	4%	13%	i
24	0%	1%	4%	i
25	-27%	9%	-2%	i
26	-25%	3%	2%[9.24 µM]	i
27	x	x	x	u
28	26%	-25%	-17%	i
29	-12%	5%	9%	i
30	6%	-1%	-3%	i

Entries by screen from above.
HT1080NT lethal for nos. 21 to 30: 14%, -9%, 13%, 4%, -2%, 2%[9.24 µM], x, -17%, 9%, -3%
KB-3-1 cytotox for nos. 21 to 30: 9%, -1%, 16%, -5%, 27%, -4%, 7%, -9%, -1%, 14%

(list continues)
cpd	mol	KB-V1 cytotox	ATXN2 expr inh	IL-1B inflam inh	KB-3-1 cytotox	MCF10A rereplic
31	COCCN(C(=S)Nc1cccc(C)c1)C(C)c1cccnc1 (stereo not given)	-12%	0%	7	-4%	-5%
32	Cc1cc(C)cc(OC(=O)c2cccnc2)c1	-3%	-8%	39	0%	4%
33	Cc1nn(CCC#N)c(NC(=O)c2ccccc2)c1P(=O)(Nc1ccc(Br)cc1)N1CCOCC1 (stereo not given)	-3%	0%	1	-10%	-1%
34	O=C1CC(N2CCN(Cc3ccc4c(c3)OCO4)CC2)C(=O)N1c1ccccc1 (stereo not given)	2%	0%	1	-16%	5%
35	Cc1cc(C)nc(NC(=O)c2cccs2)n1	25%	3%	-10	10%	0%
36	Cc1c(Br)cc(C(=O)N2CCN(CCO)CC2)c(C)c1C	0%	1%	29	15%	4%
37	COc1cc(-c2coc3c(C(=O)NCc4ccncc4)cccc23)ccc1O	u	-7%	-67*	-23%	x
38	Cn1nccc1C(=O)N/N=C/c1ccccc1[N+](=O)[O-]	1%	x	0	-7%	1%
39	CCOc1ccc(NC(=O)CSc2nc3cccnc3n2CC)cc1	0%	-3%	22	4%	22%
40	Nc1ccn(C2OC(CO)C(O)C2F)c(=O)n1 (stereo not given)	0%	-1%	13	0%	x

cpd	SW480 rerep	HT1080 IDH1KD tx	HT1080NT lethal	S2 tox
31	-8%	25%	22%	i
32	-45%[inhibitor]	0%	-1%	i
33	-3%	-3%	-5%	i
34	-2%	8%	9%	i
35	-11%	12%	4%	i
36	-14%	-1%	-2%	i
37	x	-12%	-8%	u
38	-9%	-3%	-21%	i
39	8%	0%	-1%	i
40	x	-4%	-1%	i

The list continues.
cpd	mol	KB-V1 cytotox	ATXN2 expr inh	IL-1B inflam inh	KB-3-1 cytotox	MCF10A rereplic
41	COc1cc(/C=N/N2CCCCC2)cc(OC)c1O	3%	-10%	44	0%	7%
42	CCN(CC)c1ccc(C2C3CCCCC3(O)CCN2CC(=O)Nc2ccccc2)cc1 (stereo not given)	-30%	-24%	-18	1%	72%[0.0737 µM]
43	CCC(NC(=O)c1cc(COc2ccc(F)c(F)c2)on1)c1ccncc1 (stereo not given)	u	1%	15	-28%	16%
44	CCCn1nc(NC(=O)c2ccco2)c2cc3ccc(C)cc3nc21	1%	-6%	-12	1%	u
45	CCc1ccccc1OCC(=O)OCC(=O)c1c(N)n(C)c(=O)n(C)c1=O	-2%	-17%	-10	11%	-8%
46	CN(CC(=O)NNC(=O)Cc1ccccc1F)S(=O)(=O)c1ccc(Cl)cc1	-13%	7%	0	0%	1%
47	Cc1ccc([N+](=O)[O-])cc1N=Cc1ccc(Br)s1	-9%	3%	27	-18%	-6%
48	Cc1ccc(NC(=O)C(=O)NCCc2c[nH]c3ccccc23)cc1C	7%	-4%	9	14%	u

cpd	SW480 rerep	HT1080 IDH1KD tx	HT1080NT lethal	S2 tox
41	3%	0%	-22%	i
42	0%	-5%	1%	u
43	-12%	1%	15%	i
44	13µM*	-5%	-2%	x
45	-1%	2%	7%	i
46	-4%	1%	-3%	i
47	2%	14%	5%	i
48	-8%	u	-19%	i
